CCT modulator – High-Throughput Screening for Modulators of Cytosolic Chaperonin Activity. AID 651819, 2012. 0.3% of 360,000 active. purified chaperonin ATPase assay, HTRF ADP detection, 30 min. activity change, % (no concentration beside the values), hits read low; in the data active = activity change below about -30%; note: % is set by controls: 0 for no effect and ±100 for the full control effect
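ATPase activity: ADP formed was measured by HTRF Transcreener (665/615 nm ratio) after 30 min at 37 deg C with 10 uM ATP. Compounds screened at one 76 uM concentration against 40 or 20 nM TRiC in Tris pH 7.4/KCl/MgCl2/DTT buffer.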
EPAC1 antag – qHTS for Antagonist of cAMP-regulated guanine nucleotide exchange factor 3 (EPAC1): primary screen. Rap guanine nucleotide exchange factor 3 (Homo sapiens), O95398. EPAC1 GEF assay, Rap1b-BODIPY-GDP exchange fluorescence. Potency, µM (doses to about 115 µM), for the others: at the highest dose activity change, negative = inhibition, actives largely listed as inhibitors. 0.14% of 360,000 active;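 note: potency is the fitted concentration of half-maximal effect; plate controls were vehicle for no effect and positive control for full effect; nearly all actives have a fitted effect of over 50% in size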
PI5P4K alpha inh – qHTS for Inhibitors of phosphatidylinositol 5-phosphate 4-kinase (PI5P4K); AID 652105, 2013; PI5P4Kalpha enzyme, ADP-Glo luminescence, 60 min; hits give low values; Phosphatidylinositol 5-phosphate 4-kinase type-2 alpha (Homo sapiens), P48426; max response, %; 1.2% of 330,000 active; active = max response of -50% or lower; inconclusive = between -30% and -50%; inactive = -30% or higher; note: value at the top dose of about 77 µM; % is set by controls: 0 for no effect and ±100 for the full control effect
Target sequence (P48426 whole entry, looked up): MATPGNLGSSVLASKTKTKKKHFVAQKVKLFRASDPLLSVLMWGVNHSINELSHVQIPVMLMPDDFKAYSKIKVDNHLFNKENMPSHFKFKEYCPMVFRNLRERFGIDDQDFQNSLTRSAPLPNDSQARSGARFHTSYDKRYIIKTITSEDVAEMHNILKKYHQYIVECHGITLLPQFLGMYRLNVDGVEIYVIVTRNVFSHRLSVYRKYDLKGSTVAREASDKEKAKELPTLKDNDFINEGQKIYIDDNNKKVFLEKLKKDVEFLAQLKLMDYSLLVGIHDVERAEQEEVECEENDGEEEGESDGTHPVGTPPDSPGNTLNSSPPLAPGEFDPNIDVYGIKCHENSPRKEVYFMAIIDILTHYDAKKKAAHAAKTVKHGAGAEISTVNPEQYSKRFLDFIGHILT
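qHTS, 1536-well: enzyme/substrate mix, compound by pin tool, 5 microM ATP final; RT 60 min; ADP-Glo reagents 1 (45 min) then 2 (30 min); luminescence.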
PLK1 PBD block – qHTS for Inhibitors of PLK1-PDB (polo-like kinase 1 - polo-box domain): Primary Screen | Potency, µM, inactives show max response, negative = inhibition, actives largely listed as inhibitors | 2.8% of 360,000 active | AID 720504, 2013 | Serine/threonine-protein kinase PLK1 (Homo sapiens), P53350 | Plk1 PBD binding of FITC phosphopeptide, fluorescence polarization; note: potency is the fitted concentration of half-maximal effect; series mostly up to about 57 µM; % is set by controls: 0 for no effect and ±100 for the full control effect; nearly all actives have a fitted effect of over 65% in size
Target sequence (P53350 whole entry, looked up, the tested form may be a part): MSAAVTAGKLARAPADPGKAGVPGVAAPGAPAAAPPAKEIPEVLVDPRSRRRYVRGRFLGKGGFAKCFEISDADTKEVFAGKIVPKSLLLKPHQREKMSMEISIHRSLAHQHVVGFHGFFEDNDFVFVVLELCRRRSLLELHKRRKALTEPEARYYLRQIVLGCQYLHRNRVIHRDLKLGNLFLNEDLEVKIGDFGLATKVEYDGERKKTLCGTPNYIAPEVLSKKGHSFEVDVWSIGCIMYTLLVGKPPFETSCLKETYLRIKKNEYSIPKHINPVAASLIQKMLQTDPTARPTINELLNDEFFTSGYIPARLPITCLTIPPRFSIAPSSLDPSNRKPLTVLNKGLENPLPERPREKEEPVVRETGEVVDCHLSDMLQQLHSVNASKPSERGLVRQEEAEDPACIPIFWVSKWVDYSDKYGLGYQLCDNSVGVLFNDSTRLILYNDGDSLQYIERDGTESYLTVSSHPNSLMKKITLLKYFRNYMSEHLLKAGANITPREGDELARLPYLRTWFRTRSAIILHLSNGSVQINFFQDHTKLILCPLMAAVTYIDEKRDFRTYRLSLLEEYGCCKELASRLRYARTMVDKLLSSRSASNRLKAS
IL2 activator – qHTS of IL-2 Activators | IL-2 activation reporter assay, cell-based qHTS; stimulated with anti-CD3/CD4/CD28 beads; in transgenic mouse T cells | activation, % (series mostly up to about 46 µM) | 0.065% of 360,000 active | AID 652025, 2013; in the data active = activation above about 50%; inconclusive = mostly about 30% to 49%; note: 0% is about no effect
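Quantitative HTS in unstimulated transgenic mouse T cells, with memory T cells as non-tolerant control and PMA/ionomycin as tolerance-bypass control. Compound pretreatment lasted 60 minutes before 18 h bead stimulation; EGFP/DsRed fluorescence read.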
WRN inhibitor – qHTS for Inhibitors of WRN Helicase. AID 651768, 2012. WRN helicase unwinding, fluorescent forked duplex, kinetic. 0.46% of 360,000 active. Potency, µM (doses to about 114 µM), for the others: at the highest dose activity change, negative = inhibition, usual class: inhibitors. Bifunctional 3'-5' exonuclease/ATP-dependent helicase WRN (Homo sapiens), Q14191; note: potency is the fitted concentration of half-maximal effect; % is set by controls: 0 for no effect and ±100 for the full control effect; nearly all actives have a fitted effect of over 55% in size
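WRN at 20 nM final was preincubated with compound for 15 min at room temperature; reaction started with 100 nM forked duplex oligonucleotide carrying fluorophore and quencher plus 2 mM ATP (final). Unwinding followed kinetically by red fluorescence (ex 525/em 598 nm).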
EPAC2 agonist – qHTS for Agonist of cAMP-regulated guanine nucleotide exchange factor 4 (EPAC2): primary screen; AID 720711, 2013; Potency, µM (top dose mostly 154 µM), for the others: top-dose activation, actives largely listed as activators; EPAC2 activation, biochemical qHTS; response scale: 100% = 6.5 mM cAMP response; 0.079% of 360,000 active; note: potency is the fitted concentration of half-maximal effect; nearly all actives have a fitted effect of over 50% in size
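Exchange assay: 100 nM EPAC2 with 250 nM Rap1B-BODIPY-GDP and 50 uM GDP. Fluorescence (ex 480/em 540 nm) read every 5 min for 30 min at room temperature. Data normalized to 6.5 mM cAMP as agonist control.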
EPAC1 ag – qHTS for Agonist of cAMP-regulated guanine nucleotide exchange factor 3 (EPAC1): primary screen | EPAC1 agonist qHTS, biochemical assay; response scale: 100% = response to 6.5 mM cAMP | Potency, µM (titrated, usually from 154 µM), for the others: top-dose activation, hits mostly activators | Rap guanine nucleotide exchange factor 3 (Homo sapiens), O95398 | AID 720707, 2013 | 0.073% of 360,000 active; note: potency is the fitted concentration of half-maximal effect; nearly all actives have a fitted effect of over 60% in size
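Normalized to 6.5 mM cAMP, activity reflects EPAC1-catalysed release of BODIPY-GDP from Rap1B, followed kinetically over 30 min at 480 nm excitation, 540 nm emission. Reaction contained 100 nM EPAC1, 250 nM Rap1B-BODIPY-GDP, 50 uM GDP.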
Starred values were filed as active, the others as inactive; ? = inconclusive; nt = not tested or not shown; [ ] = dose if it differs, or a comment. Unless noted, calls come from the whole dose curve; as a rule, active = well fitted curve in the direction sought with a large enough effect; inconclusive = small, poorly fitted or top-dose-only effect, or another doubt; inactive = no such curve, though single readings can be large; an effect the other way counts as inactive or inconclusive. An excerpt; the hit share may differ from the screen's.

SMILES	CCT modulator	EPAC1 antag	PI5P4K alpha inh	PLK1 PBD block	IL2 activator	WRN inhibitor	EPAC2 agonist	EPAC1 ag
CNC(=S)N1N=C(c2ccccc2)CC1c1ccc(Br)cc1 (configuration not stated)	-3.8	0%	nt	-3%	-1.5	-4%	12%	3%
CCN(CC)C(=O)c1cccc(-c2csc(C(NC(C)=O)c3ccc(F)c(F)c3)n2)c1 (configuration not stated)	2.1	-20%	-4	-2%	-0.4	6%	7%	11%
Cc1[nH]c2ccccc2c1C(=O)CN1CC(C)OC(C)C1 (configuration not stated)	-0.1	-10%	2	-8%	-2.0	1%	6%	1%
Cc1cc(NC(=O)CCC(=O)N(CC(=O)NC2CCCC2)c2ccc(F)cc2)no1	-1.0	0%	-1	3%	0.9	3%	0%	-2%
O=[N+]([O-])c1ccc(CSc2ccc(S(=O)(=O)N3CCOCC3)cn2)cc1	-6.0	-6%	1	-14%	-0.5	-10%	2%	-47%[inhibitor]
N#Cc1cc(Br)ccc1N=C1CCCN1c1ccccc1	-5.0	-4%	2	1%	-4.4	-6%	15%	-5%
O=C(NC1CCCCC1)c1cccc(COCC(F)(F)F)c1	-0.7	-4%	1	-5%	-0.2	2%	1%	0%
CC(=O)N/C(=C/c1cccnc1)C(=O)Nc1ccc(Cl)cc1	-1.9	-15%	-2	-16%	-2.9	9%	16%	-3%
Fc1cccc(NC(=S)N2CCc3ccccc32)c1	-6.5	-9%	0	-20%	-2.3	9%	16%	9%
Cc1ccc(SCc2cn3cccnc3n2)cc1	1.0	13%	-9	-6%	-0.8	-15%[57.1 µM]	3%	-13%
COC(=O)N/N=C/c1ccc(-c2ccccc2Cl)o1	-1.0	-6%	1	2%	-0.9	-8%	-1%	-6%
Cc1ccc(C)c(N(CC(=O)NC2CCCCC2)C(=O)CNC(=O)c2ccco2)c1	-1.2	6%	3	-5%	-3.2	-4%	4%	-1%
Cc1cc(C(=O)N2CCOCC2)ccc1[N+](=O)[O-]	1.6	-3%	2	?	1.9	7%	2%	3%
CCC(C)C(=O)Nc1nc(-c2ccc3c(c2)NC(=O)CO3)cs1 (configuration not stated)	-2.9	-2%	2	?	4.1	-12%	-13%	-3%
Cc1cccc(C)c1OC(=O)CN(c1ccc(Cl)cc1)S(C)(=O)=O	0.9	-3%	nt	-7%	-3.2	-9%	7%	14%
COc1ccccc1OCCNC(=O)C1CC(=O)N(Cc2ccc(C)cc2)C1 (configuration not stated)	2.7	28%	0	-9%	-2.7	-13%	17%	-7%
CCCc1nnc(NS(=O)(=O)c2ccc(OC)cc2)s1	1.6	1%	3	?	-1.2	1%	-2%	8%
Cc1nc(CNS(=O)(=O)c2cc(C)c(C)cc2C)cs1	-2.3	3%	-8	4%	-0.2	-4%	15%	8%
O=C(O)/C=C/C(=O)N1CCN(Cc2ccc3c(c2)OCO3)CC1	-4.0	-12%	-14	-2%	1.2	5%	8%	-10%
N#C/C(=C\c1cccs1)C(=O)N1CCOCC1	-10	11%	7	-2%	-1.0	-4%	3%	9%
O=C(c1[nH]c(C(F)(F)F)nc1-c1ccccc1)N1CCCN(Cc2ccc(F)cc2)CC1	1.1	4%	2	-3%	-0.2	6%	5%	2%
CN(C)c1ncc(S(=O)(=O)c2ccccc2)c(=O)[nH]1	1.8	20%	-2	-11%	-0.1	-3%	-1%	10%
Cc1nc2sc(C(c3cccs3)N3CCOCC3)c(O)n2n1 (configuration not stated)	1.2	2%	0	6%	0.4	-7%	-3%	5%
O=C(Nc1ccccc1)/C(=C\c1ccccc1)NC(=O)c1ccco1	-3.6	-10%	-5	-9%	-0.2	-19%	-17%	7%
CCc1cc(C(=O)NN2C(=O)NC3(CCCCC3)C2=O)sc1C	-4.3	-24%	1	-14%	2.3	-24%	9%	-4%
CCN(C(=O)COC(=O)/C=C/c1ccccc1Cl)c1c(N)n(Cc2ccccc2)c(=O)[nH]c1=O	-1.7	2%	-3	-8%	-4.4	8%	-3%	-7%
CC(=O)Nc1cccc(-c2csc(NCc3ccco3)n2)c1	-0.9	1%	-7	-22%	-2.8	4%	-8%	-4%
O=C(CSc1nc(-c2ccccc2)cc(=O)[nH]1)Nc1ccccn1	1.0	12%	?	-6%	-0.1	0%	-6%	11%
Cc1cccc(NC(=O)c2ccccc2C(=O)Nc2cccc(C)c2)c1	0.3	-18%	-3	4%	-5.6	2%	0%	-9%
CCOc1ccc(NC(=O)CN2CCN(C(=O)C3CCCO3)CC2)cc1 (configuration not stated)	0.7	0%	2	0%	-0.9	-10%	-2%	-2%
CCn1cc(C(=O)O)c(=O)c2cnc(N3CCN(C(=S)NC(=O)c4ccc(Cl)cc4Cl)CC3)nc21	-0.1	-11%	2	-11%	0.3	2%	3%	10%
COc1ccc(CCC(=O)NNC(=S)NCc2ccc(F)cc2)cc1	-0.9	-11%	-4	-3%	1.0	10%	7%	-11%
CCCS(=O)(=O)N1CCC(C(=O)NCCCN(CC)c2cccc(C)c2)CC1	-2.6	-9%	3	2%	0.5	-4%	10%	-10%
CCC(C)N=CC1=C(O)C(C(=O)OC)C(C)(C)CC1=O (configuration not stated)	-0.3	22%	-7	-1%	2.3	-11%[57.1 µM]	3%	-4%
Cc1ccc(-n2[nH]c(C)c(C=NC34CN5CN(CN(C5)C3)C4)c2=O)cc1C	0.0	-9%	0	-6%	1.9	-2%	2%	2%
COCCNC(=O)CSc1nc2ccccc2c2nc(C)nn12	1.2	3%	3	-3%	-1.7	-7%	4%	-6%
O=C(Nc1ccc(N2CCCC2)cc1)c1ccccc1F	0.0	9%	nt	-15%	-2.9	4%	2%	0%
CCS(=O)(=O)N1CCC(C(=O)NCc2cccs2)CC1	1.4	7%	nt	0%	-2.4	-1%	5%	-3%
O=c1nc2scc(-c3ccccc3)n2c2ccccc12	-3.0	0%	nt	-14%	-1.4	-5%	8%	10%
COc1ccc2c(c1)[C@H]1[C@H](CO2)[C@H](c2ccccc2)[C@]2(C)C(=O)Nc3cc(Cl)ccc3C(=O)N12	0.7	-24%	0	-2%	-0.1	3%	3%	-12%
O=C(NC1(Cc2ccccc2)CCN(CCCc2ccccc2)C1=O)c1ccccc1 (configuration not stated)	0.6	21%	8	3%	-0.5	-4%	6%	-8%
O=C(O)c1ccc(N2CCCCCC2)c(N2C(=O)c3ccccc3C2=O)c1	2.8	7%	5	-4%	-0.6	-5%	-1%	2%
CCCSc1nnc2c(n1)OC(c1cccn1C)N(C(C)=O)c1ccccc1-2 (configuration not stated)	0.5	6%	-2	-5%	-3.1	0%	-8%	0%
COc1ccccc1NC(=O)Nc1ccccc1SC	0.9	-2%	2	-13%	-2.2	-6%	0%	2%
CCc1c(C(C)=O)oc2ccc3c(C)cc(=O)oc3c12	1.7	-5%	1	-10%	-1.9	-12%	0%	-11%
Cc1ccccc1NC(=O)CSc1ccncc1	-0.2	-4%	-2	-3%	-1.7	4%	2%	0%
O=C(NC1CCCC1)C(NS(=O)(=O)c1cccc2nsnc12)c1ccccc1 (configuration not stated)	0.8	-8%	1	-11%	-1.7	-1%	-7%	2%
COc1cc2ccccc2cc1C(=O)Nc1ccccc1Cl	0.0	-3%	11	-9%	-2.5	-7%	10%	15%
Cc1oc(-c2cccc(Cl)c2)nc1CN1CCCC(C(=O)NCCCN2CCOCC2)C1 (configuration not stated)	-2.4	-5%	8	-5%	-0.6	-2%	0%	-9%
COc1ccc(C2=NS(=O)(=O)N(C)C(C(=O)Nc3ccc(F)cc3F)=C2)cc1	-2.4	-7%	4	-7%	-0.3	-10%	-2%	-11%
COC(=O)c1sccc1NC(=O)Cn1cnc2c1c(=O)n(C)c(=O)n2C	-4.3	1%	6	1%	0.6	0%	3%	1%
CSc1cccc(NC(=O)CN(C)S(=O)(=O)c2ccc(F)cc2)c1	2.0	-27%	0	?	1.0	-2%	0%	7%
Cc1[nH]c(C)c(S(=O)(=O)Nc2ccc(OC(F)(F)F)cc2)c1C(=O)N1CCCCC1	-0.3	7%	-5	-13%	-0.2	1%	4%	-7%
Cc1ccccc1S(=O)(=O)Cc1ccc(C(=O)NCCCN(C)Cc2ccccc2)o1	-1.6	3%	2	4%	-1.7	7%	-2%	-3%
COc1ccc(C2CC(=O)N(c3ccccc3)C3=C2C(=O)CCC3)cc1 (configuration not stated)	-1.0	10%	5	3%	0.7	-15%	0%	9%
CC(=O)c1ccc(OCc2cc(C(=O)N3CCC(c4ccncc4)CC3)no2)cc1	-49*	-17%	-8	-16%	-0.1	-4%	14%	-6%
CC(C)(C)NC(=O)NC(=O)CN1CCC(Cc2ccccc2)CC1	-3.2	-17%	-3	-22%	-0.8	4%[57.1 µM]	10%	-7%
CNS(=O)(=O)c1cccc(C(=O)OCC(=O)NC2CCCC(C)C2C)c1 (configuration not stated)	1.9	0%	0	-1%	0.0	-1%	-1%	7%
C=CCn1c(SCn2nnc3ccccc3c2=O)nnc1C1CCCCC1	-1.2	4%	-8	-14%	0.9	-13%	-14%	5%
